M4 antag: CHRM4 antagonism in calcium assay; inhibition, % at 3 µM; CHO-hM4 cells, ACh EC80, Fluo-8 calcium fluorescence; AID 624125; actives 0.73% (n = 360,000);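 active = inhibition above its plate's cutoff, the mean inhibition of sample wells plus 3 SD, cut at about 27% in these data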;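 also: 0% = acetylcholine EC80 with DMSO and 100% = DMSO without agonist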
Target sequence (P08173 whole entry, looked up): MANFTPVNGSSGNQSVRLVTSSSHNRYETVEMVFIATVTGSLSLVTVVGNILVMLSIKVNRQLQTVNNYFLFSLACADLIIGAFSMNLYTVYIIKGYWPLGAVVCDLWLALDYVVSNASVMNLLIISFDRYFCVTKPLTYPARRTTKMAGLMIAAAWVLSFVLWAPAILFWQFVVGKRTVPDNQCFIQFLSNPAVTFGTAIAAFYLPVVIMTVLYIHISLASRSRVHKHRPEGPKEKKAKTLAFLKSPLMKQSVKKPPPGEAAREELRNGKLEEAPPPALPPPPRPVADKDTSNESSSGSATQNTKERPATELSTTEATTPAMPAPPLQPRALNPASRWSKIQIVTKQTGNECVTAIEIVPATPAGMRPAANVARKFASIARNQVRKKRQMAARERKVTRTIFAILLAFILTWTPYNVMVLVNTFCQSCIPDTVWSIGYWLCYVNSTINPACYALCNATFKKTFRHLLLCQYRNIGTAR
CHRM5 agonist: CHRM5 agonism in calcium assay; P08912; CHO-K1 hM5 cells, Fluo-8 calcium fluorescence; 0% DMSO wells, 100% maximal acetylcholine response; activation, % at 3 µM; actives 0.19% (n = 360,000); AID 624037;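 active = activation above the run's mean over test compounds plus 3 SD, cut at about 23% in these data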;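 also: signal is peak over basal fluorescence ratio across the kinetic read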
CHRM1 PAM: positive allosteric modulators of human M1 muscarinic receptor; P11229; activation, % at 3 µM; AID 588819; CHO-K1 hM1, Fluo-8 calcium fluorescence, ACh EC20; 0% = ACh EC20, 100% = maximal ACh; actives 0.088% (n = 360,000); in the data active = activation above about 19%, passing the limit was not always enough
CHRM4 agonist: agonists of human muscarinic M4 receptor (CHRM4); P08173; CHO-K1 hM4/Gqi5, Fluo-8 calcium fluorescence; vehicle 0%, full acetylcholine response 100%; activation, % at 3 µM; actives 0.14% (n = 360,000); AID 624127;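 active = activation above the run mean over all test wells plus 3 SD, cut at about 32% in these data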;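 also: peak over basal fluorescence ratio per well then scaled between controls; 0% = DMSO wells and 100% = acetylcholine at EC100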
M5 PAM: potentiates acetylcholine response at human M5 receptor. P08912. CHO-K1 hM5, Fluo-8 calcium, ACh EC20 PAM; 0% = ACh EC20, 100% = ACh EC100. activation, % at 3 µM. actives 0.3% (n = 360,000);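 active = activation above the run cutoff, the mean activation of all test compounds plus 3 SD, cut at about 18% in these data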
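Assay system – human M5 receptor in CHO-K1 cells · Read-out – % activation, ACh-normalized · Technique – Fluo-8 calcium fluorescence · Dosing – single-point, 3 µM nominal · Incubation – Fluo-8 loading 80 min at 37 °C plus 30 min room temperature · Repeats – singlicate, one well per test compound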
M1 antag: antagonists of human M1 muscarinic receptor | P11229 | CHO-K1 hM1, Fluo-8 calcium fluorescence, ACh EC80 antagonist | inhibition, % at 3 µM | actives 1.3% (n = 360,000) | AID 588852;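 active = percent inhibition above its own plate's cutoff, namely the mean of that plate's compound wells plus 3 SD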;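 also: peak over basal fluorescence ratio during 140 s after agonist addition; 0% = ACh EC80 plus DMSO and 100% = DMSO alone without agonist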
TAAR1 agonist: human TAAR1 agonism | Q96RJ0 | CHO RD-HGA16 TAAR1, Fluo-8 calcium fluorescence; vehicle wells 0%, saturating PEA agonist 100% | activation, % at 3 µM | actives 0.99% (n = 360,000) | AID 624467;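 active = activation above the mean activation of all test compounds in the run plus 3 SD, cut at about 38% in these data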
Target sequence (Q96RJ0 whole entry, looked up): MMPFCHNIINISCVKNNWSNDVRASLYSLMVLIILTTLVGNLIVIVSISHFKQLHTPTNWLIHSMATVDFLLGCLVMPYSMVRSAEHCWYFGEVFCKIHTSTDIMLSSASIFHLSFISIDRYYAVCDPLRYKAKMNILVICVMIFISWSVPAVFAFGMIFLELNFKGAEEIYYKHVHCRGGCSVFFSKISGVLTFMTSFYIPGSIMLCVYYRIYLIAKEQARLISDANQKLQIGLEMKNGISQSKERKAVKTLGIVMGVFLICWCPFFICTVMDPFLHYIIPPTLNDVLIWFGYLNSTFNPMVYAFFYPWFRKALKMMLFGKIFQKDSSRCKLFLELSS
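Repeats: no replicates (n 1) | Material: CHO-derived RD-HGA16 cells with stable Gα16 and human TAAR1 | Technique: Kinetic Fluo-8 calcium fluorescence | Schedule: 17-24 h seeding, 75 min 37 °C dye, 30 min RT | Evaluation: % activation from peak over basal fluorescence ratio, DMSO-to-PEA scaled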
CHRM5 antagonist: blocks acetylcholine activation of human M5 receptor; actives 0.59% (n = 360,000); P08912; inhibition, % at 3 µM; AID 624040; CHO-hM5 cells, Fluo-8 calcium fluorescence, ACh EC80;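 active = inhibition above a per-plate cutoff, the mean of that plate's test compounds plus 3 SD, cut at about 27% in these data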;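 also: 0% = acetylcholine EC80 with DMSO and 100% = DMSO without agonist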
CHRM1 agonist: agonists of human M1 muscarinic receptor. P11229. CHO-K1 hM1, Fluo-8 calcium fluorescence, agonist mode; 0% DMSO, 100% acetylcholine EC100. activation, % at 3 µM. actives 0.33% (n = 360,000);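 active = activation above the run's mean compound activation plus 3 SD, cut at about 16% in these data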;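 also: peak over basal fluorescence ratio within a 140 s kinetic read after compound addition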
Starred values were filed as active, the others as inactive. The list is partial, so the mix of outcomes need not match the whole.

What do the screens show for `O=C1C=C(c2ccc3[nH]ccc3c2)C[C@@H](c2ccc(F)cc2)C1`?
M4 antag: 7; CHRM5 agonist: 6; CHRM1 PAM: 12; CHRM4 agonist: 6; M5 PAM: 4; M1 antag: -15; TAAR1 agonist: 7; CHRM5 antagonist: -3; CHRM1 agonist: 0

How did OCCCn1c(C2CCCN2c2nc(-c3ccc(F)cc3)cs2)nc2cc(Cl)c(Cl)cc21 (stereo unspecified) do in these assays?
M4 antag: -3; CHRM5 agonist: -1; CHRM1 PAM: 2; CHRM4 agonist: 0; M5 PAM: 4; M1 antag: 2; TAAR1 agonist: 4; CHRM5 antagonist: 5; CHRM1 agonist: -5

How did COC(=O)[C@H](C)NC(=O)Nc1ccc(Oc2ccccc2)cc1 do in these assays?
M4 antag: 0; CHRM5 agonist: 1; CHRM1 PAM: 11; CHRM4 agonist: 1; M5 PAM: -2; M1 antag: -33; TAAR1 agonist: 0; CHRM5 antagonist: -3; CHRM1 agonist: -4

Results for Cc1ccc(Cn2c(N3CCN(C)CC3)nc3c2c(=O)[nH]c(=O)n3C)cc1 ?
M4 antag: 3; CHRM5 agonist: 0; CHRM1 PAM: 4; CHRM4 agonist: 0; M5 PAM: 3; M1 antag: -9; TAAR1 agonist: 1; CHRM5 antagonist: -2; CHRM1 agonist: -7

Results for CCCCNC(=O)C[C@@H]1C[C@@]2(C(=O)OCC)CCC=C2N(Cc2ccc(Cl)cc2Cl)C1=O ?
M4 antag: -2; CHRM5 agonist: -3; CHRM4 agonist: 0; M5 PAM: -2; TAAR1 agonist: 2; CHRM5 antagonist: 3

How did COc1cc([N+](=O)[O-])ccc1NC(=O)CSc1nncn1-c1cccnc1 do in these assays?
M4 antag: 1; CHRM5 agonist: -4; CHRM1 PAM: 5; CHRM4 agonist: 0; M5 PAM: -1; M1 antag: -7; TAAR1 agonist: 2; CHRM5 antagonist: 9; CHRM1 agonist: -5

What do the screens show for `CCOC(=O)c1cc[nH]c1CC(=O)NC`?
M4 antag: -11; CHRM5 agonist: -3; CHRM1 PAM: 20; CHRM4 agonist: 0; M5 PAM: 1; M1 antag: -11; TAAR1 agonist: 0; CHRM5 antagonist: -5; CHRM1 agonist: 1

What do the screens show for `O=C(Nc1ccc2c(c1)OCO2)C1CC(c2cccc(Br)c2)=NO1` (stereo unspecified)?
M4 antag: 2; CHRM5 agonist: 0; CHRM1 PAM: 0; CHRM4 agonist: 1; M5 PAM: -5; M1 antag: 7; TAAR1 agonist: -2; CHRM5 antagonist: 0; CHRM1 agonist: -1

What do the screens show for `Cc1ccc(C(=O)NNC(=O)CNc2cccc(Cl)c2)cc1`?
M4 antag: -6; CHRM5 agonist: 1; CHRM1 PAM: 8; CHRM4 agonist: 0; M5 PAM: 3; M1 antag: -9; TAAR1 agonist: 8; CHRM5 antagonist: 10; CHRM1 agonist: -3

How did COc1ccc2nc(C)cc(SCC(=O)N/N=C/c3ccc(O)cc3O)c2c1 do in these assays?
M4 antag: -2; CHRM5 agonist: 4; CHRM1 PAM: -4; CHRM4 agonist: 1; M5 PAM: -1; M1 antag: -1; TAAR1 agonist: -1; CHRM5 antagonist: -3; CHRM1 agonist: -11

Results for O=C(O)c1ccc(CSc2ncnc3c2cnn3Cc2ccccc2)cc1 ?
M4 antag: 2; CHRM5 agonist: 7; CHRM1 PAM: 6; CHRM4 agonist: 2; M5 PAM: 12; M1 antag: -5; TAAR1 agonist: 4; CHRM5 antagonist: -6; CHRM1 agonist: 0

What do the screens show for `COc1ccc(C)cc1NC(=O)c1[nH]c(C)c(C(C)=O)c1C`?
M4 antag: 3; CHRM5 agonist: -3; CHRM1 PAM: 7; CHRM4 agonist: 3; M5 PAM: -7; M1 antag: -5; TAAR1 agonist: 3; CHRM5 antagonist: 3; CHRM1 agonist: -5

How did Cc1c(OCC(=O)NCC(O)c2ccccc2)ccc2c(-c3ccccc3)cc(=O)oc12 (stereo unspecified) do in these assays?
M4 antag: -13; CHRM5 agonist: 3; CHRM1 PAM: -5; CHRM4 agonist: 3; M5 PAM: -7; M1 antag: 3; TAAR1 agonist: 1; CHRM5 antagonist: 7; CHRM1 agonist: -6

How did O=C(Cn1cncn1)NCc1cccc(C(F)(F)F)c1 do in these assays?
M4 antag: 2; CHRM5 agonist: 2; CHRM1 PAM: 9; CHRM4 agonist: 2; M5 PAM: 1; M1 antag: -3; TAAR1 agonist: 2; CHRM5 antagonist: 8; CHRM1 agonist: -3

What do the screens show for `NNC(=O)CNc1cccc(Cl)c1`?
M4 antag: -2; CHRM5 agonist: -6; CHRM1 PAM: 6; CHRM4 agonist: 2; M5 PAM: -5; M1 antag: -14; TAAR1 agonist: 13; CHRM5 antagonist: 5; CHRM1 agonist: -2

Results for COc1ccc(-n2cc(C(=O)c3cc(Cl)ccc3O)cc(C#N)c2=O)cc1 ?
M4 antag: 7; CHRM5 agonist: 11; CHRM1 PAM: -1; CHRM4 agonist: 6; M5 PAM: 1; M1 antag: -5; TAAR1 agonist: 8; CHRM5 antagonist: -12; CHRM1 agonist: 3

How did CCc1cc2c(SCC(=O)NCC3CCCO3)ncnc2s1 (stereo unspecified) do in these assays?
M4 antag: 9; CHRM5 agonist: 1; CHRM1 PAM: -11; CHRM4 agonist: 1; M5 PAM: -3; M1 antag: 20; TAAR1 agonist: 6; CHRM5 antagonist: 8; CHRM1 agonist: -4

How did O=C(CN1CCCN(S(=O)(=O)c2ccc(F)cc2)CC1)Nc1c(Cl)cccc1Cl do in these assays?
M4 antag: 16; CHRM5 agonist: 1; CHRM1 PAM: 4; CHRM4 agonist: 8; M5 PAM: 0; M1 antag: -2; TAAR1 agonist: 2; CHRM5 antagonist: 6; CHRM1 agonist: -1

What do the screens show for `CC(C)CCNC(=O)C1CC(c2ccc(C(F)(F)F)cc2)=NO1` (stereo unspecified)?
M4 antag: 2; CHRM5 agonist: 5; CHRM1 PAM: -1; CHRM4 agonist: 8; M5 PAM: -11; M1 antag: 6; TAAR1 agonist: 9; CHRM5 antagonist: 6; CHRM1 agonist: -1

Results for Cc1cccc(NC(=O)c2cccc(NC(=O)c3ccccc3)c2)n1 ?
M4 antag: -18; CHRM5 agonist: -1; CHRM1 PAM: -1; CHRM4 agonist: 8; M5 PAM: -7; M1 antag: -9; TAAR1 agonist: 12; CHRM5 antagonist: 6; CHRM1 agonist: -1

Results for COc1cc(NC(=O)Cc2nn(C)c(=O)c3ccccc23)cc(OC)c1OC ?
M4 antag: 3; CHRM5 agonist: 3; CHRM1 PAM: 16; CHRM4 agonist: 1; M5 PAM: 4; M1 antag: -10; CHRM5 antagonist: 2; CHRM1 agonist: 4

How did CC(=O)Nc1cccc(OCC(=O)Nc2sccc2C(N)=O)c1 do in these assays?
M4 antag: -3; CHRM5 agonist: 2; CHRM1 PAM: 8; CHRM4 agonist: 3; M5 PAM: -15; M1 antag: -10; TAAR1 agonist: 3; CHRM5 antagonist: 18; CHRM1 agonist: 1

What do the screens show for `COc1cc(C(=O)NCc2cc(C)nc3ccccc23)cc(OC)c1OC`?
M4 antag: 2; CHRM5 agonist: -1; CHRM1 PAM: 8; CHRM4 agonist: 3; M5 PAM: 3; M1 antag: -13; TAAR1 agonist: 2; CHRM5 antagonist: 3; CHRM1 agonist: -5

How did CCN(CC)CCCNC(=O)Cn1cnc2ccc(S(=O)(=O)N3CCC(C)CC3)cc2c1=O do in these assays?
M4 antag: -2; CHRM5 agonist: -11; CHRM1 PAM: -16; CHRM4 agonist: 1; M5 PAM: -4; M1 antag: 16; TAAR1 agonist: 1; CHRM5 antagonist: -5; CHRM1 agonist: -16

How did COC(=O)c1cccc(S(=O)(=O)N2CCC(n3nnc4cc(F)ccc43)CC2)c1 do in these assays?
M4 antag: 6; CHRM5 agonist: -2; CHRM1 PAM: 1; CHRM4 agonist: 4; M5 PAM: -19; M1 antag: -1; TAAR1 agonist: 0; CHRM5 antagonist: 12; CHRM1 agonist: -4

Results for Clc1cncc(Cl)c1N/N=C/c1ccncc1 ?
M4 antag: 10; CHRM5 agonist: -4; CHRM1 PAM: 3; CHRM4 agonist: 0; M5 PAM: -3; M1 antag: -3; TAAR1 agonist: 0; CHRM5 antagonist: 1; CHRM1 agonist: -8

Results for O=C(CNC(=O)C1CCCCC1)OCC(=O)c1ccc(Br)cc1 ?
M4 antag: 2; CHRM5 agonist: -2; CHRM1 PAM: 8; CHRM4 agonist: 4; M5 PAM: -2; M1 antag: 0; TAAR1 agonist: 0; CHRM5 antagonist: 4; CHRM1 agonist: -1

How did COc1ccc(N2CC(C(=O)NC3CCSC3=O)CC2=O)cc1 (stereo unspecified) do in these assays?
M4 antag: 3; CHRM5 agonist: 2; CHRM1 PAM: 16; CHRM4 agonist: 1; M5 PAM: 0; M1 antag: -14; TAAR1 agonist: 2; CHRM5 antagonist: 6; CHRM1 agonist: 1

What do the screens show for `CCC(CC)C(=O)Nc1nnc(S(=O)(=O)N2CCCCCC2)s1`?
M4 antag: -8; CHRM5 agonist: -2; CHRM1 PAM: 6; CHRM4 agonist: 4; M5 PAM: -5; M1 antag: -15; TAAR1 agonist: 1; CHRM5 antagonist: 1; CHRM1 agonist: -4

What do the screens show for `CCC(=O)N/N=C(\C)CC(=O)Nc1ccc2c(c1)OCCO2`?
M4 antag: 3; CHRM5 agonist: -1; CHRM1 PAM: -6; CHRM4 agonist: 0; M5 PAM: -4; M1 antag: 15; TAAR1 agonist: 7; CHRM5 antagonist: 12; CHRM1 agonist: -3

Results for CCc1ccc(C)[n+](CC(=O)c2cccs2)c1 ?
M4 antag: -15; CHRM5 agonist: -4; CHRM1 PAM: 3; CHRM4 agonist: 2; M5 PAM: 3; M1 antag: 7; TAAR1 agonist: 0; CHRM5 antagonist: 0; CHRM1 agonist: -10

What do the screens show for `CC(=O)c1ccc(N2CCN(CC(=O)N(C3CC3)C3CCS(=O)(=O)C3)CC2)c(F)c1` (stereo unspecified)?
M4 antag: -4; CHRM5 agonist: 5; CHRM1 PAM: -7; CHRM4 agonist: 2; M5 PAM: 6; M1 antag: 14; TAAR1 agonist: 4; CHRM5 antagonist: -1; CHRM1 agonist: -4

Results for Cc1cc(=O)oc2cc(NC(=S)NCc3ccccn3)ccc12 ?
M4 antag: -4; CHRM5 agonist: 2; CHRM1 PAM: 2; CHRM4 agonist: 3; M5 PAM: -6; M1 antag: 10; TAAR1 agonist: 4; CHRM5 antagonist: 13; CHRM1 agonist: 0

How did O=C(CSc1ccccc1F)NC(=O)NC1CCCC1 do in these assays?
M4 antag: -2; CHRM5 agonist: -2; CHRM1 PAM: -8; CHRM4 agonist: -1; M5 PAM: 2; M1 antag: -3; TAAR1 agonist: -2; CHRM5 antagonist: 1; CHRM1 agonist: -10

Results for CC(C)c1ccc(C2CC(c3ccc(Br)cc3)=NN2C(N)=S)cc1 (stereo unspecified) ?
M4 antag: -12; CHRM5 agonist: -1; CHRM1 PAM: 6; CHRM4 agonist: 0; M5 PAM: -4; M1 antag: -10; TAAR1 agonist: 6; CHRM5 antagonist: -2; CHRM1 agonist: -4

Source: PubChem
